m5-HT2A agonist: mouse Htr2a agonists via beta-arrestin recruitment, primary screen, cell-based, luminescence | 360,000 tested, 0.66% active | CHO-K1 mHTR2A beta-arrestin complementation; percent of 30 µM serotonin response | 5-hydroxytryptamine receptor 2A (Mus musculus), P35363 | AID 624169, 2012 | activation, % at 7.6 µM;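 active means activation above a run cutoff, the mean activation of all tested compounds plus 3 SD, cut at about 14% in these data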;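 further: 0% = plate median of compound wells and 100% = 30 µM serotonin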
CaV13 ICDI inh: Disruptors of the CACNA1D IQ motif to Ca2+-dependent inactivation inhibitor domain association, primary screening, Förster resonance energy transfer in intact living …; HEK cells, CFP/YFP FRET ICDI-IQ, plate reader, 10 min; percent FRET-ratio fall versus neutral wells; inhibition, % at 12.3 µM; 340,000 tested, 0.098% active;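 active means mean replicate inhibition of at least 30% and at least 1% of replicates passing that level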;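 further: 0% = median of the neutral control wells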
ABCB6 inh 2: ABCB6 transporter inhibitors, primary screen, K562-ABCB6 cells, flow cytometry, MLPCN library; ATP-binding cassette sub-family B member 6 (Homo sapiens), Q9NP58; K562-ABCB6 porphyrin accumulation, 1 h; hits give low values; fluorescence ratio to DMSO, % at 10 µM; 360,000 tested, 0.19% active; AID 602162, 2011;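 active means fluorescence ratio to DMSO below 75%, the collection mean minus 3 SD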;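 further: signal is porphyrin accumulated inside mitochondria; 100% equals median channel fluorescence of DMSO control wells; lower ratio means ABCB6 inhibition with less porphyrin fluorescence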
MC4R antag cAMP: MC4R antagonists of cAMP signaling, primary screen, cell-based, TR-FRET, antagonist arm of biased-ligand search; Melanocortin receptor 4 (Homo sapiens), P32245; MC4R-expressing cells, MTII-stimulated cAMP, LANCE TR-FRET; inhibition, % at 6.5 µM; AID 540295, 2011; 360,000 tested, 0.48% active;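 active means inhibition above its plate's cutoff, the mean of tested wells on that plate plus 3 SD, cut at about 29% in these data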;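 further: 0% = Melanotan II alone and 100% = Melanotan II plus saturating MCL0020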
Target sequence (P32245 whole entry, looked up): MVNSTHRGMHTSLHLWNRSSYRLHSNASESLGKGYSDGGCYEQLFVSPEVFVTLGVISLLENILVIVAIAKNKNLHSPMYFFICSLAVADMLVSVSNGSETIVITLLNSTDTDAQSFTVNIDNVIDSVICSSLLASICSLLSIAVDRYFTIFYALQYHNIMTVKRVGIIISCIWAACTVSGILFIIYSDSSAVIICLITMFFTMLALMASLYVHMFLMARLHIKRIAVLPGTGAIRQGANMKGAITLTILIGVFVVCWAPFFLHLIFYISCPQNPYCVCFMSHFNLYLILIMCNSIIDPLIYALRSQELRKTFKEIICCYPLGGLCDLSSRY
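Assay system: U2OS cells stably expressing human melanocortin 4 receptor (MC4R) / Dosing: 6.5 µM / Timing: compound 30 min, challenge 1 h, detection 1 h / Measured by: Eu-cAMP/anti-cAMP TR-FRET, emission 671 nm / Replicates: singlicate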
Cardio protect: cardioprotection against H2O2-induced cell death, primary screen, uHTS, H9c2 cells, ATPLite luminescence; H9c2 cardiomyocytes, H2O2 injury protection, 2 h; protection from H2O2 cell death, % at 20 µM; 360,000 tested, 0.63% active; AID 588492, 2011;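 active means compounds giving at least 50% protection of heart cells from peroxide-induced death in the single-dose screen, raw or plate-pattern-corrected value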;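 further: 0% = DMSO wells with peroxide and 100% = DMSO wells without peroxide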
ABHD5 PLIN5 PPI: ABHD5-PLIN5 interaction inhibitors, primary screen, cell lysate, split luciferase complementation, luminescence | 360,000 tested, 0.78% active | Split G. princeps luciferase complementation, 4 h | inhibition, % at 4 µM | Perilipin-5 (Homo sapiens) + 1-acylglycerol-3-phosphate O-acyltransferase ABHD5 (Homo …;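 active means inhibition above the mean inhibition across every tested compound plus 3 SD, cut at about 22% in these data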;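 further: 0% = DMSO only wells and the 100% control is not disclosed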
N-glyco inh: increase of ERlucT glycosylation luciferase signal, primary screen, N-linked glycosylation inhibitor project, D54 ERlucT cells, luminescence, set 2. reporter increase, % at 12.5 µM. 360,000 tested, 0.23% active. D54 ERlucT glycosylation luciferase reporter, 24 h; percent of 100 nM tunicamycin response;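 active means mean luciferase reporter signal, scaled so untreated is 0 and the glycosylation-blocking control 100, at or above a set limit in every replicate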;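 further: luciferase carries N-glycosylation sites so blocking glycosylation raises the light; 0% = median of neutral control wells and 100% = median of 100 nM tunicamycin wells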
MC4R barr agon: MC4R agonists recruiting beta-arrestin, primary screen, cell-based, luminescence, agonist arm of biased-ligand search; U2OS MC4R beta-arrestin complementation; percent of melanotan II response, DMSO zero; activation, % at 8.9 µM; Melanocortin receptor 4 (Homo sapiens), P32245; 360,000 tested, 0.98% active;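 active means activation above a per-plate cutoff, the mean activation of sample wells on that plate plus 3 SD, cut at about 8% in these data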
Exocytosis inh: LAMP-1 surface exposure blockers, TALL-104 cells – cell-based, flow cytometry, MLPCN library, primary screen; TALL-104 LAMP-1 surface exposure; cells stimulated with thapsigargin and PMA; inhibition, % at 10 µM; 360,000 tested, 0.66% active; AID 651702, 2012;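 active means inhibition above about 55%, limit read from the data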
PDI inh: inhibitors of human PDI, primary screen, biochemical, turbidity, single point, plate reader; PDI insulin aggregation turbidity, A650, 90 min; 350,000 tested, 0.052% active; inhibition, % at 10 µM; AID 588391, 2011;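 active means mean inhibition across replicates of 30% or more, whatever share of single replicates reach that level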;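 further: absorbance from insulin aggregation driven by PDI reduction with DTT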
Target sequence (P07237 whole entry, looked up): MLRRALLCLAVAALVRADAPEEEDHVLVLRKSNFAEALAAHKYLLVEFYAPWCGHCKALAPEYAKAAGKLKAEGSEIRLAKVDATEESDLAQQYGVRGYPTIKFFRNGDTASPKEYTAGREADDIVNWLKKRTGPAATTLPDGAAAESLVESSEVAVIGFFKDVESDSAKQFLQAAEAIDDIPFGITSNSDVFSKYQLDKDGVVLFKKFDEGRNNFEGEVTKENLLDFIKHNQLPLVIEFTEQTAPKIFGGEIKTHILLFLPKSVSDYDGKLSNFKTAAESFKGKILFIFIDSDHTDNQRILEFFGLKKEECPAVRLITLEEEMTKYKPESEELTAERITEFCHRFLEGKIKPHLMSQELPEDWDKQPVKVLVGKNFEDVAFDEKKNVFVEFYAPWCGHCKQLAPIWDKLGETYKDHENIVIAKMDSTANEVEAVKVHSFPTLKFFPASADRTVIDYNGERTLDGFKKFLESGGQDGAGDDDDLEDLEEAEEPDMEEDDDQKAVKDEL
Active calls of the source: *; · = not tested or not shown.

SMILES,m5-HT2A agonist,CaV13 ICDI inh,ABCB6 inh 2,MC4R antag cAMP,Cardio protect,ABHD5 PLIN5 PPI,N-glyco inh,MC4R barr agon,Exocytosis inh,PDI inh
COc1c(C)cc(C(=O)C2CCCN(C(=O)c3cc(C)n(C)n3)C2)cc1C (stereo unspecified),0.8,-6.0,100.0,-1.7,-0.8,-4.4,0.0,-1.6,1.2,9.1
O=C(Nc1cccc(C(F)(F)F)c1)c1cccc(NS(=O)(=O)c2ccc(O)c(C(=O)O)c2)c1,0.0,-19.3,100.0,11.0,9.5,5.6,4.5,-3.2,-6.8,11.8
O=C1c2ccccc2C(c2nnnn2-c2ccc3c(c2)OCCO3)N1Cc1cccnc1 (stereo unspecified),-5.4,-6.4,91.0,·,·,6.3,·,·,-9.0,·
Cn1c(CNC(=O)CNC(=O)c2cccc(Cl)c2)cc(=O)n(C)c1=O,-2.0,-13.7,92.0,22.4,-0.1,-4.9,-0.6,2.3,6.8,-0.7
COc1cc(C(=O)NC2CCCc3c2cnn3-c2ccccc2F)cc(OC)c1OC (stereo unspecified),4.1,-2.6,92.0,1.3,-0.7,5.2,2.0,0.3,-7.4,0.3
CCOC(=O)C1(CCOc2ccccc2)CCN(Cc2ccccc2O)CC1,-6.8,-10.8,97.0,5.1,0.2,6.9,-3.4,-1.1,56.4*,19.5
COc1ccc(CC(=O)NNc2ncnc3c2cnn3-c2ccc(C)cc2)cc1OC,-0.4,-1.3,101.0,5.8,-0.6,0.5,0.5,-0.5,12.9,-3.9
CC(C)CC(=O)NC(=S)Nc1cccc(NC(=O)c2ccccc2)c1,-1.5,-4.8,100.0,0.1,-6.1,-6.9,-0.8,-0.7,-3.7,1.4
COC(=O)c1cccc(C23CC4(C2)[C@H](CN(Cc2ccc(-c5ccccc5)cc2)[C@@H]4c2ccccc2)C3c2ccc(Cl)nc2)c1 (stereo partly specified),9.3,-5.8,89.0,3.4,5.6,-4.2,-4.2,0.1,0.4,6.9
O=C(Nc1ccc2c(c1)OCCO2)C(c1cc2ccccc2o1)N1CCN(C/C=C/c2ccccc2)CC1 (stereo unspecified),-6.2,-6.4,103.0,·,-2.7,12.8,-3.3,·,8.4,·
COc1cccc(C(=O)NC(C)CCc2ccccc2)c1 (stereo unspecified),-1.1,-21.0,101.0,9.9,-0.8,-4.5,-0.7,0.5,-6.8,2.9
COc1ccc(S(=O)(=O)N2CCCN(C)CC2)cc1,0.1,-20.1,100.0,20.1,0.3,1.8,0.9,-1.0,-5.3,0.5
CN(C(=O)COC(=O)c1cc2ccccc2cc1O)c1c(N)n(Cc2ccccc2)c(=O)[nH]c1=O,-1.6,-4.1,89.0,7.9,3.7,-5.9,3.0,-4.6,14.3,10.6
Cc1cccc(S(=O)(=O)NC(=O)C2(C)CCN2C(=O)Cc2ccc(Cl)cc2Cl)c1 (stereo unspecified),-0.3,-5.8,104.0,-0.6,-1.0,5.4,-0.7,-0.1,-1.3,-4.3
c1ccc(Oc2cccc(CN3CCCCC3)c2)cc1,-3.7,-2.7,95.0,-2.1,11.7,2.2,-0.9,-1.4,0.4,0.0
Cc1cccc(C)c1OCc1cc(C(=O)NCC2CC2)no1,14.2,-5.0,95.0,4.6,1.1,3.4,0.9,0.3,6.6,0.3
O=C(O)C1CCN(C(=O)CSc2nc3ccccc3c(=O)n2Cc2ccccc2)CC1,-3.8,-6.8,95.0,-3.2,13.5,-4.4,2.0,-0.9,-2.3,22.8
Cc1ccc(-c2nn(-c3ccccc3)cc2C(=O)OCC(=O)Nc2ncc(Cl)cc2Cl)cc1,2.5,-3.6,100.0,1.7,-4.4,2.0,1.1,0.0,3.3,-1.6
O=S(=O)(NC1Cc2ccccc2C1)c1ccccc1,8.2,-4.5,96.0,0.2,-1.4,-0.2,-0.6,-1.4,-1.2,1.8
CC12CCC(C(=O)NNC(=O)c3ccccc3)(OC1=O)C2(C)C (stereo unspecified),-5.8,-4.6,105.0,4.4,-2.7,-9.8,1.9,-2.7,-0.8,3.3
Cc1cc(OC(C)C(=O)N2CCN(c3ccccc3)CC2)c2c(C)c(C)c(=O)oc2c1 (stereo unspecified),1.4,-2.9,97.0,-54.6,0.0,-0.5,7.8,0.9,0.7,-2.7
CN(Cc1ccccc1)C(=O)COC(=O)c1c[nH]c2ccccc12,2.8,-5.7,100.0,-2.7,3.2,2.1,1.5,-2.0,-3.5,2.8
COc1ccc(C2=Nc3ccccc3OC2)cc1,3.0,-5.1,100.0,5.8,-14.6,-3.7,-0.6,-1.3,-0.6,-12.0
CC(C)(C)OC(=O)NCC12C=CC(O1)C1C(=O)N(Cc3ccccc3)C(=O)C12 (stereo unspecified),3.5,-7.2,97.0,22.7,80.4*,5.1,-0.1,1.1,85.1*,4.3
COC(=O)c1ccccc1NC(=O)CCCn1nc(C)c2c(C)n(-c3ccccc3)nc2c1=O,6.0,-2.6,101.0,6.2,6.3,8.5,-0.2,1.1,2.6,-7.7
COc1ccccc1C(=O)Nc1nc2cc3c(cc2s1)OCO3,1.8,-1.6,98.0,7.2,-7.2,-4.0,-1.5,-2.7,0.4,-5.8
CCOC(=O)C1C2C=CC3(CN(Cc4cccs4)C(=O)C13)O2 (stereo unspecified),0.1,0.8,101.0,6.1,-2.7,2.0,-0.5,0.1,-0.6,4.1
COc1ccccc1C(=O)NCC(=O)OCCCOC(=O)CNC(=O)c1ccccc1OC,-2.1,-4.7,103.0,7.9,-0.4,-1.4,1.8,-1.4,-1.3,-5.1
COc1ccc(NC(=O)CSc2nnc(C3CCCCC3)n2N)cc1OC,3.2,-4.7,95.0,-0.1,-3.0,1.6,5.3,-2.6,0.8,-1.5
COc1ccc(/C=C2/SC(=O)NC2=O)cc1,1.2,0.1,97.0,6.4,-2.9,-2.2,-1.1,1.8,-2.1,-2.4
O=C(c1cccc(N2C(=O)c3ccccc3C2=O)c1)N1CCCC(C(F)(F)F)C1 (stereo unspecified),1.8,-3.9,106.0,3.4,-2.4,1.6,1.3,-1.6,-1.6,5.1
Cn1c(CS(=O)Cc2c(Cl)cccc2Cl)nnc1SCc1ccc(Cl)cc1 (stereo unspecified),-3.7,-3.8,98.0,-1.5,2.8,-5.1,-3.4,-2.3,0.3,3.4
CN1CCN(CCCNC(=O)Nc2ccc([N+](=O)[O-])cc2)CC1,-3.8,-17.6,97.0,8.0,-7.7,-2.2,-1.2,-1.0,-7.6,3.4
Cc1cccc2nc(CSc3nc4ccccc4o3)cn12,3.2,-3.7,97.0,10.0,-0.5,-9.1,1.0,-1.6,-6.0,-0.5
CN(CC(=O)Nc1cccc(F)c1)C(=O)c1cccc(S(=O)(=O)N2CCN(c3ccc(F)cc3)CC2)c1,-3.5,-6.8,90.0,4.8,-15.7,-1.3,-7.2,-0.4,-4.8,-8.0
COc1cccc(/C=N/NC(=O)c2c(-c3ccccc3)noc2C)c1O,-5.4,-5.0,94.0,-0.8,40.9,1.9,-8.8,0.7,-7.9,0.6
COc1ccc(-n2ccc(=O)c(C(=O)O)n2)cc1,2.6,-6.7,103.0,-0.9,2.8,4.0,2.2,-0.2,0.5,-2.5
O=C(COC(=O)CNC(=O)c1ccccc1F)Nc1nnc(-c2ccccc2)o1,2.5,-5.8,92.0,8.7,1.6,-1.8,2.0,0.1,-0.9,11.3
CC1=C(C#N)C(=O)NC(=O)/C1=C\c1ccc(-c2ccc(C)cc2[N+](=O)[O-])o1,0.1,-5.3,99.0,0.8,1.6,-12.2,-1.2,-2.2,-4.3,0.7
COc1ccc(NC(=O)/C=C/c2ccc(OC(F)F)cc2)cn1,-3.9,-3.2,101.0,-6.4,-11.7,-14.3,-2.6,1.9,3.3,0.3
CCNC(=S)NC(=NCc1cccnc1)Nc1nc(C)cc(C)n1,-1.8,-2.2,94.0,3.3,4.6,-7.1,2.5,-2.6,-4.5,-22.1
CCc1nc2cc(Cl)c(Cl)cc2nc1CC,-0.5,-4.3,103.0,-3.3,0.8,3.5,1.0,-2.1,-1.5,-3.1
CC(=O)CCc1ccc(OCC(=O)Nc2cccc(S(=O)(=O)N(C)c3ccccc3)c2)cc1,-3.9,-5.9,100.0,7.8,-12.0,2.1,-3.1,2.9,-1.7,1.7
CCC(=O)Nc1nnc(S(=O)(=O)N(CC)c2ccc(Cl)cc2)s1,3.4,-3.1,157.0,3.2,0.5,3.7,2.4,1.7,-6.3,5.2
CC(C)N(Cc1ccccc1)C(=O)COC(=O)c1cc[n+]([O-])cc1,-4.0,-1.4,95.0,10.1,5.2,4.7,1.8,1.1,-0.8,-0.3
C(=C\c1ccccc1)/CN1CCN(C(c2nnnn2Cc2ccccc2)C2CC2)CC1 (stereo unspecified),5.9,-5.9,92.0,·,-3.5,-2.2,-2.4,·,12.0,·
COc1ccccc1CCNC(=O)C(=O)c1cn(CC(=O)N2CCOCC2)c2ccccc12,-2.3,-4.5,100.0,5.8,0.3,3.2,4.5,-3.2,-2.9,6.2
CCOC(=O)N1CCC(NC(=O)c2ccc3c(c2)N=C(CC)c2cc(C)ccc2S3)CC1,-2.1,-5.9,101.0,-16.4,-6.2,5.7,5.0,-2.8,5.7,-6.2
CCOC(=O)C1=C(c2ccccc2)Nc2nc(C)nn2C1c1cccc(OC)c1OC (stereo unspecified),0.3,-3.2,99.0,12.9,-3.3,3.1,-0.7,-0.9,-4.8,-0.1
N#Cc1ccc(CSc2nnc(-c3cccc(S(=O)(=O)N4CCCCC4)c3)o2)cc1,-0.3,·,95.0,-13.5,-10.2,2.2,-7.0,-2.1,3.3,-4.6

Two of these compounds, set out differently:
Every second line gives: m5-HT2A agonist | CaV13 ICDI inh | ABCB6 inh 2 | MC4R antag cAMP | Cardio protect | ABHD5 PLIN5 PPI | N-glyco inh | MC4R barr agon | Exocytosis inh | PDI inh
CN(Cc1ccccc1)C(=O)COC(=O)c1c[nH]c2ccccc12
  2.8 | -5.7 | 100.0 | -2.7 | 3.2 | 2.1 | 1.5 | -2.0 | -3.5 | 2.8
COc1ccc(C2=Nc3ccccc3OC2)cc1
  3.0 | -5.1 | 100.0 | 5.8 | -14.6 | -3.7 | -0.6 | -1.3 | -0.6 | -12.0

From PubChem BioAssay
